Bioassay records from PubChem BioAssay.
STAT1 act = STAT1 signaling activators, primary screen, cell-based, HTS, luciferase reporter; NIH 3T3 STAT1-luciferase reporter, IFN-gamma, luminescence; 100% = IFN-gamma alone, no compound; activation (% of control), % at 5.5 µM; 2.6% of 200,000 active; AID 932, 2007;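 active = activation above the screen-wide mean activation plus 3 SD, cut at about 130% in these data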;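 also: raw ratio to IFN-gamma control signal so 100% means no change and 0% no light; values of inactives mirror those of a sister screen read the other way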
Diaph inh CS = diaphorase inhibitors and chemical oxidizers, primary screen, counter-screen for diaphorase-coupled primary assays, biochemical, uHTS, resorufin fluorescence | 0.69% of 190,000 active | inhibition, % at 20 µM | diaphorase resazurin-to-resorufin fluorescence, NADH, 16 min; bacterial (C. kluyveri) enzyme, not human;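 active = primary screen inhibition at 20 µM above a set limit, cut at about 50% in these data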;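 also: plate controls were DMSO with full reaction for no effect and wells lacking NADH for full effect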
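material = Clostridium kluyveri diaphorase enzyme | amount = 0.14 U/mL diaphorase, enzyme working solution | schedule = incubation 16 min, room temperature | detection = fluorescence of resorufin formed from resazurin, Ex 544/Em 590 nm | benchmarks = positive control minus NADH, DMSO neutral control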
Diaph act CS = compounds boosting diaphorase resazurin reduction – biochemical, uHTS, resorufin fluorescence, counter-screen for diaphorase-coupled primary assays, primary screen. Diaphorase/resazurin coupled assay, 16 min; hits give high values; 1 = vehicle wells, 0 = NADH-free wells. AID 1229, 2008. activation factor at 20 µM. 0.005% of 190,000 active;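 active = diaphorase activity raised at least twofold by the compound at 20 µM; inactive = activation factor below 2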
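Assay system: bacterial diaphorase enzyme (C. kluyveri) / Input: enzyme 0.07 U/mL final / Medium: 50 mM HEPES pH 7.4 with 4.542 mM MgCl2, 0.005% Tween 20 / Doses: single compound dose of 20 µM, 1% DMSO final / Incubation: 16 min enzyme reaction, ambient temperature / Signal: fluorescence, excitation 544 nm and emission 590 nm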
G6PDH counter = L. mesenteroides G6PDH inhibitors, counter-screen for G6PDH-coupled screening assays, biochemical, Leuconostoc mesenteroides enzyme. inhibition, % at 5 µM. glucose-6-phosphate dehydrogenase [Leuconostoc mesenteroides]. Purified L. mesenteroides G6PDH, diaphorase/resazurin coupled fluorescence, 45 min. 0.12% of 200,000 active; in the data active = inhibition above about 50%
APP transl inh = inhibitors of APP translation via 5'UTR reporter, primary screen, APP 5'UTR luciferase, SH-SY5Y cells | 0.82% of 190,000 active | AID 1285, 2008 | inhibition, % at 2 µM | SH-SY5Y APP 5'UTR-luciferase reporter, luminescence;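 active = inhibition above a set limit, derived from the sample mean plus 3 SD, cut at about 45% in these data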; also: values of inactives mirror those of a sister screen read the other way
STAT3 activator = IL-6 driven STAT3 reporter potentiators, primary screen, U3A cells, luciferase, luminescence, MLSCN library; IL-6 STAT3-luciferase reporter; 100% = signal with IL-6 EC80 alone; activation (% of control), % at 5.6 µM; 0.91% of 190,000 active;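 active = activation above the screen-wide mean of compound activation plus 3 SD, cut at about 130% in these data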;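 also: 0% = background luminescence of wells with medium and substrate only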
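Material: human STAT1-deficient U3A cells with stable STAT3-luciferase reporter / Probe or stimulus: IL-6 stimulus at 33 ng/mL final / Schedule: 1 h compound pre-exposure, 6 h IL-6 stimulation, 37 °C / Technique: luminescence / Read-out basis: percent of IL-6-only median luminescence / Control set: IL-6-only high control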
TLR4 MyD88 comp = inhibitors of TLR4-MyD88 association in cells, primary screen, cell-based, HeLa CL3-4, BLA complementation, FRET ratio; 0.18% of 200,000 active; AID 861, 2007; Toll-like receptor 4 (Homo sapiens) + Myeloid differentiation primary response protein …; HeLa CL3-4 TLR4/MyD88 BLA complementation; inhibition, % at 8.4 µM; in the data active = inhibition above about 25%;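 also: 0% = vehicle and 100% = reference inhibitor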
Target sequence (O00206 whole entry, looked up): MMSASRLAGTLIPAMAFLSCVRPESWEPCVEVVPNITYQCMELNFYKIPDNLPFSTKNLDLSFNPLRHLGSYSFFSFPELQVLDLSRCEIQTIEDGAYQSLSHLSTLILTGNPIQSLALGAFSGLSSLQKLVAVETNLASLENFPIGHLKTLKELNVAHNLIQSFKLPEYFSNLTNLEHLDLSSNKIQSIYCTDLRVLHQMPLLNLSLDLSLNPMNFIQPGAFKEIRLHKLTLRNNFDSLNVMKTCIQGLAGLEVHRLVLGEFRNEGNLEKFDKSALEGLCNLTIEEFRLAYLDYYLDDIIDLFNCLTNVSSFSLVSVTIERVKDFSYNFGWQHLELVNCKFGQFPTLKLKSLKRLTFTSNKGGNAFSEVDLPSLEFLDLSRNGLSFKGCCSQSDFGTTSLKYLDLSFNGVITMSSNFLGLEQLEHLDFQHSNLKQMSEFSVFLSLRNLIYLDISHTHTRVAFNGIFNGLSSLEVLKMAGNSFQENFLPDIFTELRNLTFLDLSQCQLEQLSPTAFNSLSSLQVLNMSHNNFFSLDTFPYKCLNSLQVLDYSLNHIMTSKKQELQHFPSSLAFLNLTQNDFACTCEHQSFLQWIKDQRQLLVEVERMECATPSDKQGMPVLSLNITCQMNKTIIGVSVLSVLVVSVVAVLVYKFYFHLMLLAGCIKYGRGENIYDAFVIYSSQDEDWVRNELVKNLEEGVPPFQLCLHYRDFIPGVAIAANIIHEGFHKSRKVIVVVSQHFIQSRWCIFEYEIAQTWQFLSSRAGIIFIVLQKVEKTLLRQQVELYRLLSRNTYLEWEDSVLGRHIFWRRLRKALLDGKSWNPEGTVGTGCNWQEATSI
Target sequence (Q99836 whole entry, looked up): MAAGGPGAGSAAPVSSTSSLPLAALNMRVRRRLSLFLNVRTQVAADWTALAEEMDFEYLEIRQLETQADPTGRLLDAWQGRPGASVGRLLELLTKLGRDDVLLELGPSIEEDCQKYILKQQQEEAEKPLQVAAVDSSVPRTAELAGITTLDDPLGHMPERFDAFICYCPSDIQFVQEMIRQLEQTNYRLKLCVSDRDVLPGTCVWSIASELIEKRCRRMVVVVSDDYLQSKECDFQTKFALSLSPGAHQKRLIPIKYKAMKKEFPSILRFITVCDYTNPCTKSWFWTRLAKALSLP
Hsp70 act = Hsp70 transcriptional activators, primary screen, cell-based, HeLa, Hsp70 promoter luciferase, luminescence, 10 µM; HeLa Hsp70 promoter luciferase reporter; scaled: vehicle 0, proteasome-inhibitor control 100%; activation, % at 10 µM; 0.04% of 200,000 active; AID 1203, 2008;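 active = activation above the mean across all tested compounds plus 3 SD, cutoff set per campaign, cut at about 5.5% in these data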;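 also: 100% = MG132 at 30 µM as the positive control and 0% = DMSO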
STAT3 inh = IL-6 driven STAT3 reporter inhibitors, primary screen, U3A cells, luciferase, luminescence, MLSCN library. IL-6 STAT3-luciferase reporter; host cell line lacks STAT1. inhibition, % at 5.5 µM. 0.89% of 190,000 active;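 active = inhibition above the mean inhibition across all screened compounds plus 3 SD, cut at about 44% in these data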;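 also: 0% = DMSO only wells and 100% = 100 µM nifuroxazide control wells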
STAT1 inh = STAT1 signaling inhibitors, primary screen, cell-based, HTS, luciferase reporter. 0.35% of 200,000 active. AID 920, 2007. inhibition, % at 5.5 µM. NIH 3T3 STAT1-luciferase reporter, IFN-gamma, luminescence;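 active = inhibition above a set limit, the mean inhibition across all tested compounds plus 3 SD, cut at about 34% in these data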;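 also: 0% = IFN-gamma with DMSO and 100% = IFN-gamma with 300 µM nifuroxazide; values of inactives mirror those of a sister screen read the other way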
* marks the source's active call; other numbers are inactive results; . = not tested or not shown. An unsorted share of the library. Share with any hit: about 6.1%.

Molecule	STAT1 act	Diaph inh CS	Diaph act CS	G6PDH counter	APP transl inh	STAT3 activator	TLR4 MyD88 comp	Hsp70 act	STAT3 inh	STAT1 inh
Cn1c(N)c(C(=O)COC(=O)CCOc2ccc(C(C)(C)C)cc2)c(=O)n(C)c1=O	106	17	0.8	2	-13	103	-7	-0.3	-4	-6
Cc1ccccc1NC(=O)COC(=O)CNC(=O)c1sc2ccccc2c1Cl	101	24	0.8	13	-18	112	8	-0.1	-12	-1
CNS(=O)(=O)c1cc(N(C)S(=O)(=O)c2ccc(C)cc2)c(C)cc1C	97	4	1	13	14	101	-3	-0.2	2	4
COC(=O)C(=Cc1ccc(OCc2ccc([N+](=O)[O-])cc2)c(OC)c1)C(=O)OC	122	26	0.7	-63	-17	105	-5	-0.2	2	-25
CC1CN(C(=O)c2cc3cc([N+](=O)[O-])ccc3oc2=O)CC(C)O1 (centres undefined)	105	8	0.9	13	-5	105	10	-0.1	-3	-5
COc1ccc(CN2CCN(S(=O)(=O)c3ccccc3)CC2)c(OC)c1	97	13	0.9	3	-12	93	-7	-0.4	10	4
CC(=O)c1cc(-c2ccccc2)n(CC(=O)N2CCCCC2)c1C	104	7	0.9	11	.	104	-4	-0.1	-5	-1
CCN(CCCNC(=O)CN1C(=O)COc2ccccc21)c1ccccc1	96	18	0.8	3	-15	93	6	-0.2	15	5
COc1ccc(N2C(=O)CC(N3CCN(S(=O)(=O)c4c(F)cccc4F)CC3)C2=O)cc1OC (centres undefined)	99	7	0.9	-6	6	100	-7	-0.2	-1	1
CCc1ccc2c(c1)C(c1ccc([N+](=O)[O-])cc1)=NNC(c1ccccc1)=N2	95	10	0.9	0	-13	98	-9	-0.5	0	5
CCc1cc(=O)oc2c(CN3CCCC3)c(O)c(Cl)cc12	99	8	0.9	14	-1	103	-19	0.0	-3	1
O=C(N/N=C/c1ccco1)c1cccc(N2Cc3ccccc3C2)c1	105	60*	0.4	12	-3	.	-12	-0.1	.	-7
Cc1ccc(-c2csc3ncnc(N4CCN(C(=O)c5ccccc5)CC4)c23)cc1	86	11	0.9	4	-13	103	8	-0.6	-2	22
CCOC(=O)c1cccc(P(=O)(C(C)(C)C)C(C)(C)C)c1	100	2	1	0	-3	97	-1	-0.2	-1	0
O=C(O)c1cnc(-c2ccccc2)nc1Sc1ccccc1Cl	103	3	1	0	12	135*	1	0.3	-40	-3
c1cncc(-c2nc(-c3ccco3)cs2)c1	108	15	0.8	4	-13	93	2	0.1	14	-8
CCCCC(C(=O)O)C(C)CC(=O)Nc1ccn(-c2ccccc2)n1 (centres undefined)	105	7	0.9	4	-3	104	13	0.2	0	-6
Cc1cccc(C)c1NC(=O)NC1(C(=O)NCCCN2CCOCC2)CCCCC1	107	12	0.9	2	-6	101	2	0.2	2	-2
COc1ccccc1NS(=O)(=O)c1cc(NC(=S)Nc2cc(C)cc(C)c2)ccc1Cl	95	-3	1	5	-14	101	-4	0.1	3	5
COC(=O)c1nn(-c2ccc(C)cc2)ccc1=O	105	2	1	1	-11	92	-7	-0.3	14	-8
CN(CP(=O)(O)C(O)c1ccccc1)S(C)(=O)=O (centres undefined)	103	9	0.9	13	10	96	6	-0.2	8	-3
CCOc1ccc(C2C=C(c3ccc(C)cc3)Nc3nnnn32)cc1 (centres undefined)	97	-8	1.1	-2	-8	95	3	0.0	10	4
Cc1cccc(NC(=O)Cn2cc([N+](=O)[O-])cn2)n1	102	4	1	4	-4	91	-11	-0.2	15	0
CSc1nnc(-c2ccccc2)c(=O)[nH]1	82	12	0.9	8	2	97	0	0.5	7	20
NC(=O)C1=C[C@@H](c2coc3ccccc3c2=O)C[C@@H](OCCCCO)O1	106	13	0.9	5	10	.	7	0.3	.	-5
O=C(CC1(O)C(=O)Nc2ccccc21)c1ccc(-n2cccc2)cc1 (centres undefined)	98	9	0.9	2	-7	108	17	-0.4	-9	2
CCOC(=O)c1c(C)c(C(=O)NCCCOC)c(C)n1C	106	12	0.9	-8	8	106	6	-0.3	-3	-6
CC1(C(=O)NCCc2c[nH]c3ccccc23)C=CCN1C(=O)c1ccccc1 (centres undefined)	107	-10	1.1	16	-6	112	-4	-0.2	-17	-8
Cc1ccc2cc(/C=N/NC(=O)[C@H](C)NC(=O)OC(C)(C)C)c(Cl)nc2c1	107	-14	1.1	-4	-8	97	2	0.0	-1	-8
CN(Cc1cccs1)c1nc(-c2cccnc2)nc2ccccc12	83	6	0.9	1	17	93	14	-0.1	13	18

Next part.
Molecule	STAT1 act	Diaph inh CS	Diaph act CS	G6PDH counter	APP transl inh	STAT3 activator	TLR4 MyD88 comp	Hsp70 act	STAT3 inh	STAT1 inh
Cc1ccc(NC(=O)[C@@H]2CCCN2S(=O)(=O)c2ccccc2F)cc1S(=O)(=O)N1CCOCC1	92	13	0.9	10	0	92	-1	-0.5	12	9
CCN(CC)CCCNc1cc2n(c(=O)n1)CCc1cc(OC)c(OC)cc1-2	98	7	0.9	5	-10	98	0	-0.3	5	2
Oc1ccc(N2CCN(c3ncnc4sc5c(c34)CCC5)CC2)cc1	85	37	0.6	7	-11	86	3	-0.1	22	16
COc1ccc(C(CC(=O)Nc2cc([N+](=O)[O-])ccc2OC)c2ccccc2)cc1 (centres undefined)	96	15	0.8	-28	-2	89	5	0.2	8	4
O=C(NCCCn1ccnc1)c1nn2c(C(F)(F)F)cc(-c3ccccc3)nc2c1Cl	101	2	1	2	-9	90	2	0.3	14	-2
COc1ccc2[nH]c(=O)c(-c3nnn(-c4ccccc4)n3)cc2c1	120	29	0.7	11	-55	.	-14	0.0	.	-20
COc1ccc(/C=C/C2=CC(C)(C)NC(=S)N2)c(OC)c1	108	28	0.7	15	0	95	-7	-0.1	10	-10
CCOC(=O)Cn1nc(/C=C/c2ccccc2)ccc1=O	100	0	1	4	-1	104	-6	-0.3	6	0
CC(=O)Nc1ccc(N(C(=O)c2cnccn2)C(C(=O)NC2CCCCC2)c2ccc(O)cc2)cc1 (centres undefined)	103	4	1	-2	19	106	0	-0.3	-4	-4
Nc1nc(-c2ccccc2)c(N=Nc2cccc3ccccc23)s1	95	16	0.8	4	-30	111	-2	-0.4	-18	5
CCO[C@@H]1OC(C(=O)N2CCCCCCC2)=C[C@H](c2ccc3c(c2)OCO3)[C@H]1CCCO	104	21	0.8	10	-11	.	-2	-0.1	.	-2
CN1C=CC=C/C1=C1/SC(=S)N(Cc2ccccc2)C1=O	96	3	1	8	-12	106	-7	-0.4	-10	5
O=C(O)c1ccc(NCc2ccc(Br)cc2)cc1	107	9	0.9	12	-9	99	3	0.2	12	-9
CC1CCN(S(=O)(=O)N2CCC(C(=O)NCc3ccc4c(c3)OCO4)CC2)CC1	97	9	0.9	-3	-16	106	-7	-0.4	-3	3
COc1cc(-c2nc(-c3ccccc3)c(-c3cccs3)[nH]2)cc(OC)c1OC	101	16	0.8	4	.	100	7	-0.5	7	-1
CCOc1cccc(C(=O)Nc2cccnc2)c1	101	-7	1.1	1	-5	93	13	0.0	12	-1
O=C(CC1(O)C(=O)Nc2ccc(Br)cc21)c1ccc2c(c1)OCO2 (centres undefined)	103	6	0.9	3	-2	102	2	-0.5	6	-3
CCOC(=O)CC(NC(=O)CCc1c(C)nc2nc(C)nn2c1C)c1ccc(C)cc1 (centres undefined)	96	-6	1.1	11	0	100	-7	-0.1	7	3
Cc1ccc(-c2cc(C(F)F)n3ncc(C(=O)N4CCN(c5ccccn5)CC4)c3n2)cc1	106	18	0.8	-7	19	88	-1	-0.2	20	-6
O=c1c2ccccc2[nH]c(=S)n1CCc1ccccc1	123	11	0.9	7	-48	103	3	-0.3	-4	-26
COc1ccc(C2/C(=C(\O)c3ccc4c(c3)OCCO4)C(=O)C(=O)N2Cc2ccco2)c(OC)c1 (centres undefined)	103	16	0.8	7	-18	82	-10	-0.3	24	-3
C=CCSc1ncc(C#N)c(N)n1	105	4	1	4	7	103	-5	-0.2	0	-6
COC(=O)C1=C(N)Oc2cc(C)n(Cc3ccco3)c(=O)c2C1c1cccc(Cl)c1 (centres undefined)	111	1	1	-2	-1	99	-11	-0.3	4	-12
CCOC(=O)c1cnc(SCc2nc(N)nc(Nc3ccccc3)n2)nc1N	101	8	0.9	2	21	107	4	0.3	-5	-3
Cc1ccc(C(=O)NC2(C(F)(F)F)N=C3SCCN3C2=O)cc1 (centres undefined)	97	-1	1	8	1	102	8	-0.1	-3	3
COC(=O)/C=c1/s/c(=C(/C#N)C(=O)N2CCCCC2)n(-c2ccccc2)c1=O	99	5	0.9	-7	8	97	-9	-0.3	-1	1
Nc1cc(C(F)(F)F)cc([N+](=O)[O-])c1N	93	15	0.8	9	-1	103	1	-0.2	-2	6
CCOC(=O)C1=C(CC)OC(N)=C(C#N)C1c1ccsc1 (centres undefined)	96	3	1	6	-2	100	-5	-0.5	4	4
COc1cc(C(=O)Nc2ccc(N(C)C)cc2)c([N+](=O)[O-])cc1OC	146*	7	0.9	5	-53	100	-25	0.0	6	-49
CC(C)OC(=O)CC1C(=O)NCCN1C(=S)NC(=O)CCc1ccccc1 (centres undefined)	101	22	0.8	14	-4	106	1	-0.4	-2	-2
CCOC(=O)CC(=O)CSc1nc2ccccc2c(=O)n1-c1ccc(C(=O)N2CCOCC2)cc1	90	20	0.8	1	8	110	-10	-0.2	-9	11

Two of the compounds above, with values under each structure.
The line under a structure holds: STAT1 act, Diaph inh CS, Diaph act CS, G6PDH counter, APP transl inh, STAT3 activator, TLR4 MyD88 comp, Hsp70 act, STAT3 inh, STAT1 inh
> O=C(O)c1ccc(NCc2ccc(Br)cc2)cc1
→ 107, 9, 0.9, 12, -9, 99, 3, 0.2, 12, -9
> CC1CCN(S(=O)(=O)N2CCC(C(=O)NCc3ccc4c(c3)OCO4)CC2)CC1
→ 97, 9, 0.9, -3, -16, 106, -7, -0.4, -3, 3
